# High-throughput results deposited in PubChem by National Center for Advancing Translational Sciences (NCATS).
# B2AR arrestin – recruits beta-arrestin to the human beta2-adrenergic receptor; P07550; beta-arrestin recruitment to beta2AR, cell-based reporter; Potency, µM (series often up to 46.1 µM), inactives show at the top dose activation, hits mostly activators; 0.02% of 330,000 active;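 note: potency is the fitted concentration of half-maximal effect; 0% = DMSO controls and full agonism = EC100 isoproterenol or metaproterenol; nearly all actives have a fitted effect of over 65% in size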
# PKM2 activator – PKM2 (human) enzyme activation. P14618. purified PKM2, Kinase-Glo ATP luminescence, activation; response scale: 0% is enzyme alone, no compound. Potency, µM (doses to about 57.5 µM), inactives show top-dose activation, usual class: activators. 0.34% of 260,000 active; note: potency is the fitted concentration of half-maximal effect; % is set by controls: 0 for no effect and ±100 for the full control effect; nearly all actives have a fitted effect of over 55% in size
#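 Purified hPK-M2 (>95% pure) converted ADP (0.1 mM final) to ATP with 0.5 mM PEP in 50 mM imidazole pH7.2, KCl, MgCl2, Tween 20, BSA; 1 h at room temperature. ATP detected by Kinase-Glo luminescence.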
# KCNH2 WT inh – inhibitors of human wildtype KCNH2 potassium channel | Q12809 | U2OS, BacMam KCNH2, thallium flux FluxOr; active compounds read low | activity change, % at 1.84 µM | 0.37% of 340,000 active | AID 720551;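 active = maximum activity change below -70%; inconclusive = maximum activity change between -70% and -50%; inactive = maximum activity change above -50%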; note: % is set by controls: 0 for no effect and ±100 for the full control effect
#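 U2OS cells transduced with wild-type KCNH2 virus are loaded with FluxOr dye for 45 min, and thallium flux is measured in kinetic reads before and after stimulation buffer. Rate constants are normalized to DMSO controls.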
# FBPA coupling cs – inhibits coupling enzyme system, counter-screen for aldolase hits; 0.67% of 290,000 active; coupling enzyme system counterscreen, AmpLite Red fluorescence; activity change, negative = inhibition, % at 58.2 µM, hits read low; in the data active = activity change below about -30%; note: % is set by controls: 0 for no effect and ±100 for the full control effect
#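 Fluorescence at 525 nm excitation and 598 nm emission measured inhibition of the coupled detection system without aldolase. Compounds (at 57.5 uM final) were preincubated 10 min at room temperature with coupling enzyme reagent before a 20 min substrate/AmpLite Red step.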
# MLL CXXC-DNA inh – MLL CXXC-DNA interaction inhibition; Q03164; MLL-CXXC / FITC-HOXA9 DNA fluorescence polarization; Potency, µM (doses to about 115 µM), for the others: top-dose activity change, negative = inhibition, usual class: inhibitors; 0.037% of 290,000 active; active = well fitted inhibition curve with a large enough effect in the polarisation, with a control signal flat, not every such curve was filed as active; inconclusive = small, poorly fitted or top-dose-only effect, or effect the other way, or a change in a side signal; inactive = no such curve, though single readings can be large or run the other way; the % refers to the polarisation; note: potency is the fitted concentration of half-maximal effect
#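 Steps: dispense CXXC domain solution (7 uM) → pin compounds or unlabeled HOX-A9 DNA control → 5 min ambient → add FLSN-HOX-A9 solution (50 nM) → spin → 30 min ambient → fluorescence polarization. Tris pH 7.5/NaCl/DTT/BSA buffer.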
# TRPV1 ag – agonists of human vanilloid receptor 1 (TRPV1) | Q8NER1 | TRPV1-expressing cells, Fluo-8 calcium influx, agonist mode | activation, % at 8.33 µM | 0.19% of 320,000 active | AID 540275; in the data active = activation above about 80%; inconclusive = between about 30% and that limit; note: 0% is about no effect
# Target sequence (Q8NER1 whole entry, looked up): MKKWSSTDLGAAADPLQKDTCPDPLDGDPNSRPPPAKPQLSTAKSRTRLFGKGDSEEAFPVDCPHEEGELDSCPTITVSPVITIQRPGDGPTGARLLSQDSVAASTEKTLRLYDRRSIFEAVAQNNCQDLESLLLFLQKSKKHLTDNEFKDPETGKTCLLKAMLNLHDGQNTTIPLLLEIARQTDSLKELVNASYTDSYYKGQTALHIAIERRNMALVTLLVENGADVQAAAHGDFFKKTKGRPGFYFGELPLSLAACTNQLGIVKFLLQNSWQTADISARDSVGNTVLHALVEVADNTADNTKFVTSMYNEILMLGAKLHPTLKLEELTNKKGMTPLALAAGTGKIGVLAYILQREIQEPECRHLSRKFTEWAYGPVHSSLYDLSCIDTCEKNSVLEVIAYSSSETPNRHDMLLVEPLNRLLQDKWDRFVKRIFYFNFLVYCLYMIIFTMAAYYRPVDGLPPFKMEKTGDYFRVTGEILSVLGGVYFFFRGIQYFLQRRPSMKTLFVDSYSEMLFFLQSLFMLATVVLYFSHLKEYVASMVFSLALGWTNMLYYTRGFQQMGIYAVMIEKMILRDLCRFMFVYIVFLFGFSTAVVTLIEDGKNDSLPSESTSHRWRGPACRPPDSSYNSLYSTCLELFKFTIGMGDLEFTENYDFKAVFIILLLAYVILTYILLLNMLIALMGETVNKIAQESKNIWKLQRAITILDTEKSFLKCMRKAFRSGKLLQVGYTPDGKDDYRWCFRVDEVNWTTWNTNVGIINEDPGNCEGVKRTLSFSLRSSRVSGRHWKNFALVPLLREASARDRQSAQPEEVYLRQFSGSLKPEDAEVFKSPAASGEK
#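 TRPV1-expressing cells were cultured overnight at 35.5C and loaded with Fluo-8 calcium dye for 40 to 90 min at room temperature. After a 10 s baseline, compound was added and calcium influx was read kinetically for 3 min (ex 480/em 520 nm).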
# GALK inh – galactokinase (human) inhibition. AID 1868. 0.007% of 270,000 active. Potency, µM (doses to about 57.5 µM), without a hit: at the top dose activity change, negative = inhibition, actives largely listed as inhibitors. Purified GALK, Kinase-Glo residual ATP luminescence. P51570; note: potency is the fitted concentration of half-maximal effect; % is set by controls: 0 for no effect and ±100 for the full control effect
#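 Kinase-Glo Plus luminescence measured ATP left after a 1 h room-temperature reaction. The reaction used 5 nM GALK, 100 uM galactose and 35 uM ATP at pH 8.0 (20 mM HEPES, 5 mM MgCl2, 60 mM NaCl, 1 mM DTT, 0.01% BSA).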
# Menin-MLL TR inh – displaces Texas Red mutant MLL peptide from human menin | O00255 | AID 1768 | Menin + Texas Red MLL mutant peptide, fluorescence polarization | Potency, µM (series often up to 61.6 µM), without a hit: at the top dose FP activity change, negative = inhibition, usual class: inhibitors | 0.23% of 270,000 active; active = well fitted inhibition curve with a large enough effect in the polarisation, with a control signal flat, not every such curve was filed as active; inconclusive = small, poorly fitted or top-dose-only effect, or effect the other way, or a change in a side signal; inactive = no such curve, though single readings can be large or run the other way; the % refers to the polarisation; note: potency is the fitted concentration of half-maximal effect; % of control where 0% means no effect; many of its hits are not listed in these tables
# Giardia kill – kills Giardia lamblia; Giardia lamblia trophozoite viability; activity change, % at 7.66 µM, hits read low; 0.15% of 340,000 active; in the data active = activity change below about -80%; inconclusive = between about -30% and that limit;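 note: parasites exposed to compound for two days anaerobically before the ATP read; % is set by controls: 0 for no effect and ±100 for the full control effect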
#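 Giardia trophozoites, 100 cells per well, were exposed to compounds for 48 hrs at 37 deg C under anaerobic conditions; viability was then read as ATP content by bioluminescence after 15-30 min at room temperature.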
# KCNH2 3.1 block – KCNH2 3.1 (human) potassium channel inhibition | U2OS KCNH2 3.1, thallium flux FluxOr; active compounds read low | activity change, % (tested at about 1.8 µM) | 0.95% of 340,000 active;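 active = maximum activity change below -70%; inconclusive = maximum activity change from -70% to -50%; inactive = maximum activity change above -50%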;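 note: thallium influx rate constant from kinetic fluorescence after stimulation buffer; % is set by controls: 0 for no effect and ±100 for the full control effect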
#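 Channel expression came from 3.1 mutant virus (1.77 x 10^8 /mL) applied to suspended U2OS cells for 4 h. Flux was tracked with FluxOr dye plus Red40 quencher, and kinetic rate constants normalized to controls.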
# USP2a inh – inhibitors of human ubiquitin-specific protease USP2a; USP2 core, Ub-CHOP2 coupled fluorogenic reporter, 485/531; Potency, µM (doses to about 38.3 µM), without a hit: at the highest dose activity change, negative = inhibition, actives largely listed as inhibitors; 0.01% of 330,000 active;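 note: potency is the fitted concentration of half-maximal effect; plate controls were DMSO wells for no effect and full inhibition by NEM control for full effect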
#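 USP2 core (10nM final) preincubated 30min RT with compound in 20mM Tris-HCl pH 8.0, 2mM CaCl2, 2mM beta-mercaptoethanol, 0.05% CHAPS; 25nM Ub-CHOP2 plus 25nM reporter substrate added, fluorescence (Ex485/Em531) read after 60min.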
# The depositor's hits bear a star; ? = inconclusive; / = not tested or not shown; [ ] = dose if it differs, or a comment. Unless noted, calls come from the whole dose curve; as a rule, active = well fitted curve in the direction sought with a large enough effect; inconclusive = small, poorly fitted or top-dose-only effect, or another doubt; inactive = no such curve, though single readings can be large; an effect the other way counts as inactive or inconclusive. The list is partial (hit frequency here may not be typical).
SMILES,B2AR arrestin,PKM2 activator,KCNH2 WT inh,FBPA coupling cs,MLL CXXC-DNA inh,TRPV1 ag,GALK inh,Menin-MLL TR inh,Giardia kill,KCNH2 3.1 block,USP2a inh
COC(=O)c1cc(Br)ccc1N(Cc1cc(OC)cc(OC)c1)S(C)(=O)=O,-0.1%,/,-4,/,/,1,/,/,?,1,-1%
O=C(NCC(=O)N1CCN(c2ccccc2F)CC1)c1cccs1,0.1%,1%,16,/,-2%,0,-7%,/,5,23,0%
O=C(Nc1ccccc1C(=O)N1CCCCC1)c1ccccc1C(F)(F)F,0.2%,2%,-5,/,4%,-4,5%,/,4,5,1%
CC(Cc1cccs1)NC(=O)NC1CCCCC1 (stereo not given),-0.1%,0%,-3,-1,-7%,19,-3%,-2%,-15,-25,6%
CCN(C(=O)COc1ncnc2scc(-c3ccc(F)cc3)c12)C1CCS(=O)(=O)C1 (stereo not given),-0.5%,6%,9,-2,9%,2,-2%,19%,0,-21,3%
CC(C)(Cc1nc2ccccc2[nH]1)C(=O)O,-0.1%,-5%,0,1,-4%,0,-1%,0%,-28,15,0%
CC(=O)c1cccc(OCC(O)CN2CCN(S(=O)(=O)c3c(F)cccc3F)CC2)c1 (stereo not given),-0.4%,/,-3,-1,19%,-2,2%,-25%,11,9,4%
CC(=O)c1ccc(N2CCN(CC(=O)NC(=O)NCc3ccccc3)CC2)cc1,-0.1%,/,-1,/,/,-1,/,/,10,17,-1%
CCc1ncc(C(=O)c2ccc(OC)cc2)n1C,-0.1%,-3%,11,1,8%,-1,10%,8%,25,-5,5%
CCN(C(=O)Cn1cc(C(=O)C(=O)N2CCOCC2)c2ccccc21)c1ccccc1,-0.3%,0%,-14,2,0%,-3,-3%,2%,-12,0,0%
CC(/C=C/c1ccccc1)=N/NC(=O)C(O)c1ccccc1 (stereo not given),-0.9%,-4%,/,-1,9%,-1,2%,-8%,-8,-17,5%
CC(C)C(=O)Nc1cccc(-c2cnc3ccccc3n2)c1,-0.1%,-4%,-20,1,-8%,1,2%,4%,-4,-12,3%
CCc1ccc(NC(=O)N(C2CCC(C)CC2)C2CCN(C(C)=O)CC2)cc1 (stereo not given),0.1%,-6%,4,-3,-16%,-3,4%,-7%,18,7,3%
CN(Cc1ccccc1)S(=O)(=O)c1cccc(C(=O)O)c1,0.0%,-3%,-16,11,1%,-2,-1%,-13%,?,2,6%
CCCn1nnnc1SCC(=O)NCc1ccc(OC)cc1,-0.2%,1%,6,0,-1%,1,-4%,0%,-14,-10,1%
CC(=O)Nc1ccc(NC(=O)C(C)OC(=O)CCc2c[nH]c3ccccc23)cc1 (stereo not given),0.3%,/,-7,/,/,1,/,/,-2,-4,2%
Cc1nnc(SCC(=O)N2CCN(c3ccccc3)CC2)n(N)c1=O,0.0%,-4%,-14,2,3%,1,0%,3%,11,-10,1%
Cc1ccccc1CC(=O)NC1CCCCCC1,0.2%,1%,3,1,0%,?,4%,6%,-6,-14,-2%
Cc1ccccc1CC1(CO)CCCN(C(=O)CCN2CCCO2)C1 (stereo not given),-0.3%,/,2,0,0%,1,0%,-8%,-15,-34,-2%
CNC(=S)N/N=C(\C)c1ccc(Cl)s1,18µM*,2%,-4,2,7%,14,-1%,-21%,-2,-9,2%
CCOc1cccc(C2C(C#N)=C(N)Oc3cc(C)oc(=O)c32)c1OCC (stereo not given),0.2%,2%,-8,0,-10%,-1,2%,8%,-3,-5,0%
C=CCn1c(SCc2csc(C)n2)nc2sc3c(c2c1=O)CCCC3,-0.8%,0%,0,2,3%,22,1%,-3%,-6,-4,2%
CCOC(=O)N1CCN(C(=O)COc2ccccc2Cl)CC1,-0.8%,-8%,-7,2,-3%,-3,-3%,12%,3,-18,2%
O=c1[nH]c2ccsc2c(=O)n1-c1ccc(F)c(Cl)c1,-0.2%,-4%,1,-1,7%,13,1%,-4%,11,12,-2%
CN(CC(=O)N1CCc2ccccc21)S(=O)(=O)c1ccc(Br)s1,1.9%,-7%,2,1,6%,9,1%,7%,-16,0,-7%
# Additional structures follow:
SMILES,B2AR arrestin,PKM2 activator,KCNH2 WT inh,FBPA coupling cs,MLL CXXC-DNA inh,TRPV1 ag,GALK inh,Menin-MLL TR inh,Giardia kill,KCNH2 3.1 block,USP2a inh
CC1=C(C(=O)Nc2cc(C(=O)N3CCC(C)CC3)ccc2C)SCCO1,0.0%,/,-8,/,2%,1,4%,/,-19,-2,0%
CCOC(=O)N1CCN(C(=O)c2cn(CC)c3ccc(S(=O)(=O)N4CC(C)CC(C)C4)cc3c2=O)CC1 (stereo not given),0.2%,6%,-15,1,4%,0,0%,?,-11,-10,2%
CCOC(=O)C1CCN(Cc2cc(C(C)C)c(O)c(C(C)C)c2)CC1,0.3%,0%,5,-1,?,2,1%,?,-28,-2,7%
CC(=O)c1cccc(NS(=O)(=O)c2cc3c(cc2C)NC(=O)CO3)c1,0.5%,/,4,-1,-2%,4,1%,16%,-15,-2,0%
COc1ccccc1/C=C1\Oc2cc(OC(=O)N3CCOCC3)ccc2C1=O,-0.1%,0%,-22,3,9%,3,0%,/,-1,-9,4%
CCOC(=O)c1ccc(NC(=O)C2CC(O)CN2S(=O)(=O)c2ccc(C)cc2)cc1 (stereo not given),3.3%,/,0,/,/,/,/,/,-6,19,0%
CCCCOc1ccc(C2/C(=C(/O)c3ccc4c(c3)CC(C)O4)C(=O)C(=O)N2CCCN2CCOCC2)cc1OC (stereo not given),0.1%,-1%,-26,2,-1%,3,-8%,-26%,-29,16,2%
O=C(COC(=O)c1cc2c(s1)CCCC2)Nc1ccc(Cl)cn1,-0.2%,2%,-2,2,1%,2,0%,-13%,-15,10,3%
CCOC(=O)/C(C#N)=C/c1ccc(SC)cc1,-0.1%,-12%,-13,-1,?,-5,0%,15%,10,2,0%
COC(=O)c1[nH]c2cccc(OC)c2c1NC(=O)CCN1CCC(C)CC1,-0.1%,11%,8,1,1%,-1,9%,0%,8,2,-7%
Cc1ccccc1OCC(=O)NNC(=O)CCc1ccccc1,-0.2%,-9%,/,0,14%,2,0%,11%,-13,-9,-2%
COc1cccc(CNc2ccc3c(c2)ncn3C)c1OC,-0.4%,-41%,5,2,-6%,-5,2%,-4%,33[activator],3,3%
C(=N\Nc1nncc2ccccc12)/c1ccccn1,-0.2%,-30%,5,0,?,1,12%,-26%,-1,1,0%
COc1ccc(C(=O)NNC(=O)c2ccc(S(=O)(=O)N3CCOCC3)cc2)cc1,-0.2%,-4%,-12,1,8%,-2,10%,-17%,22,0,6%
O=C(NCc1ccco1)C(c1ccccc1)N(Cc1cccnc1)C(=O)Cn1nnc2ccccc21 (stereo not given),-0.8%,-6%,7,2,-5%,-4,3%,-6%,-16,-14,4%
COc1cc(OC)c(OC)cc1C=NCC1(c2ccccc2)CCCC1,0.0%,-1%,6,-3,3%,-4,1%,0%,-6,-1,1%
O=[N+]([O-])c1cc(CSC2=NCCN2)ccc1O,0.1%,-3%,-25,1,1%,-1,/,/,7,-5,5%
O=C(CCn1cccn1)N1CCCC(N2CCN(c3cccc(C(F)(F)F)c3)CC2)C1 (stereo not given),0.5%,1%,-4,1,-8%,0,-1%,-9%,5,3,1%

# Looked up one by one from the list above, five records:
SMILES,B2AR arrestin,PKM2 activator,KCNH2 WT inh,FBPA coupling cs,MLL CXXC-DNA inh,TRPV1 ag,GALK inh,Menin-MLL TR inh,Giardia kill,KCNH2 3.1 block,USP2a inh
CCOC(=O)N1CCN(C(=O)c2cn(CC)c3ccc(S(=O)(=O)N4CC(C)CC(C)C4)cc3c2=O)CC1 (stereo not given),0.2%,6%,-15,1,4%,0,0%,?,-11,-10,2%
O=C(NCc1ccco1)C(c1ccccc1)N(Cc1cccnc1)C(=O)Cn1nnc2ccccc21 (stereo not given),-0.8%,-6%,7,2,-5%,-4,3%,-6%,-16,-14,4%
COC(=O)c1[nH]c2cccc(OC)c2c1NC(=O)CCN1CCC(C)CC1,-0.1%,11%,8,1,1%,-1,9%,0%,8,2,-7%
CC1=C(C(=O)Nc2cc(C(=O)N3CCC(C)CC3)ccc2C)SCCO1,0.0%,/,-8,/,2%,1,4%,/,-19,-2,0%
CCOC(=O)C1CCN(Cc2cc(C(C)C)c(O)c(C(C)C)c2)CC1,0.3%,0%,5,-1,?,2,1%,?,-28,-2,7%

# Single values from above:
# `CN(CC(=O)N1CCc2ccccc21)S(=O)(=O)c1ccc(Br)s1` @ Menin-MLL TR inh = 7%
# `O=C(NCC(=O)N1CCN(c2ccccc2F)CC1)c1cccs1` @ TRPV1 ag = 0
